EP2 mod – EP2 receptor modulators, cAMP readout, primary screen, cell-based, HTRF cAMP, PGE2 stimulation | Prostaglandin E2 receptor EP2 subtype (Homo sapiens), P43116 | AID 940, 2007 | induction, % at 25 µM | 260,000 tested, 0.83% active | EP2-expressing cells, cAMP HTRF FRET, PGE2 co-stimulation;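 active = compounds whose cAMP rise, as percent of the full-agonist control response, exceeds 60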;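 note: rat C6 glioma line stably carrying human EP2 under a CMV promoter; the protocol text gives 20 µM as final concentration; 100% = response of wells given 1 µM PGE2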
Target sequence (P43116 whole entry, looked up): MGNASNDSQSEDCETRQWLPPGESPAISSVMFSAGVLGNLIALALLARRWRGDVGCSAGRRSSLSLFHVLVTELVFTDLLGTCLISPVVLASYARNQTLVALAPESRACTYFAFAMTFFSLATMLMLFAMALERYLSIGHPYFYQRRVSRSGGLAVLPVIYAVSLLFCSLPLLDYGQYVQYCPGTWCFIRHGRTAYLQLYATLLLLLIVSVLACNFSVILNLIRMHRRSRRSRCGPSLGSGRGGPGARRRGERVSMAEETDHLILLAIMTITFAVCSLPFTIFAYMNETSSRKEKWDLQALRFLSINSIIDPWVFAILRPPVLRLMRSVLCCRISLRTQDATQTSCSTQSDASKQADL
BaF3 parental – parental Ba/F3 cell viability inhibition, counter-screen for JAK2V617F inhibitor project, murine pro-B, CellTiter-Glo luminescence. CellTiter-Glo ATP luminescence. inhibition, % at 5.6 µM. 220,000 tested, 1.1% active. AID 1486, 2009;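 active = inhibition above a per-campaign cutoff, the mean inhibition of all tested compounds plus 3 SD, cut at about 27% in these data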;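 note: 0% = DMSO wells and 100% = JAK Inhibitor I control wells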
Ba/F3 V617F tox – reduced viability of JAK2V617F-dependent Ba/F3 cells, primary screen, JAK2V617F inhibitor project, cell-based, Ba/F3 EpoR-JAK2V617F, luminescence; ATP luminescence; inhibition, % at 5.6 µM; 220,000 tested, 1.1% active; AID 1446, 2008;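 active = inhibition above the campaign mean plus 3 SD over all tested compounds, cut at about 24% in these data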;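 note: cytokine-independent growth of Ba/F3 cells driven by EpoR plus mutant JAK2; 0% = DMSO-treated cells and 100% = JAK inhibitor I control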
PERK inh – block of dimerizer-induced PERK translation repression, primary screen, PERK inhibitor project, CHO PERK-DD cells, SEAP luminescence, HTS; inhibition, % at 5.6 µM; Eukaryotic translation initiation factor 2-alpha kinase 3 (Homo sapiens), Q9NZJ5; CHO PERK-DD fusion, SEAP luminescence translation reporter; AID 1416, 2008; 220,000 tested, 0.17% active;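 active = inhibition above the mean inhibition of all tested compounds plus 3 SD, set separately per screening campaign, cut at about 2.9% in these data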;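 note: PERK kinase domain activated by AP20187 dimerizer at 100 nM; 0% = DMSO with dimerizer and 100% = rapamycin at 8.4 µM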
TRPN1 ag – zebrafish TRPN1 channel agonists, primary screen, cell-based, HEK293, calcium fluorescence. HEK293 zebrafish TRPN1-YFP, Fluo-8 calcium fluorescence; 100% = response to 87 µM carbachol. 220,000 tested, 0.18% active. transient receptor potential cation channel N1 (TRPN1/NompC), Danio rerio. activation, % at 3 µM. AID 1424, 2008;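 active = activation above its plate's cutoff, the mean activation of test wells on that plate plus 3 SD, cut at about 19% in these data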;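 note: 0% = DMSO alone and 100% = 87 µM carbachol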
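Material – zebrafish TRPN1-YFP in HEK293 cells · Doses – 3 µM single point · Schedule – dye 1 h 37 °C plus 30 min RT · Signal – Fluo-8 calcium fluorescence, excitation 470-495 nm, emission 515-575 nm · Read-out – % activation versus carbachol response · Control set – carbachol high, DMSO low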
S1P4 ag – S1P4 receptor agonists, primary screen, cell-based | Sphingosine 1-phosphate receptor 4 (Homo sapiens), O95977 | S1P4-expressing cell line, agonist reporter assay | activation, % at 4.98 µM | 220,000 tested, 0.35% active | AID 1509, 2009; in the data active = activation above about 11%;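 note: 0% = DMSO vehicle and 100% = reference agonist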
TRPML3 agonist – human TRPML3 channel agonists, primary screen, cell-based, HEK293 TRPML3-YFP, Fluo-8 calcium fluorescence, 3 µM; 100% = the carbachol control signal; activation, % at 3 µM; 220,000 tested, 0.29% active; AID 1448, 2008;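 active = activation above its plate's cutoff, the mean activation of the plate's test wells plus 3 SD, cut at about 12% in these data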;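 note: 0% = DMSO only wells and 100% = carbachol wells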
Target sequence (Q8TDD5 whole entry, looked up): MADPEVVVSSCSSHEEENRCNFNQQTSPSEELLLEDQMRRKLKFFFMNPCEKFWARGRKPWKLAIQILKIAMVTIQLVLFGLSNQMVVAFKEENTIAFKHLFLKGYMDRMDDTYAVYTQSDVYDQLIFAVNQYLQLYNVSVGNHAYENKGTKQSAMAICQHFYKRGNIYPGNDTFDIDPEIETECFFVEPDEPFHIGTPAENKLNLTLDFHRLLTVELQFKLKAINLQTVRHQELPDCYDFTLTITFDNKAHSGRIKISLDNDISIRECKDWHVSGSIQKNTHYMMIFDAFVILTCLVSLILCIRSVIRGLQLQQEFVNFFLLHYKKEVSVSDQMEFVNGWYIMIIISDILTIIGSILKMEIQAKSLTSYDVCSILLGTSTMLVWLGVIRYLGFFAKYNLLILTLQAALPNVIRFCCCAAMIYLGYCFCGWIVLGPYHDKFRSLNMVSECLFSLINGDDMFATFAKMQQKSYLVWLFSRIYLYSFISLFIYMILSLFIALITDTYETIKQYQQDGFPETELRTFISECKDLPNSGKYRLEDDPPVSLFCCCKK
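Material: HEK293 cells stably carrying human TRPML3-YFP; compound dosing: single dose, 3 µM final nominal compound, 0.3% DMSO final; incubation: 1-h 37 °C dye load, 5-s basal, 120-s post-compound reads; technique: Fluo-8 intracellular calcium fluorescence, excitation 470-495 nm, emission 515-575 nm; read-out basis: percent activation from peak-to-basal fluorescence ratio, scaled between DMSO and carbachol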
Calpain2 inh – inhibitors of pig calpain II, primary screen, biochemical, fluorogenic peptide substrate, 1536-well | 220,000 tested, 0.37% active | AID 1236, 2008 | purified calpain II, 30 min | inhibition, % at 16 µM;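 active = inhibition above about 50%, limit read from the data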
S1P4 antagonist – S1P4 receptor antagonists, primary screen, cell-based. 220,000 tested, 0.26% active. Sphingosine 1-phosphate receptor 4 (Homo sapiens), O95977. inhibition, % at 4.98 µM. S1P4-expressing cells, antagonist mode, reporter read-out; in the data active = inhibition above about 29%;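 note: 0% = wells stimulated with agonist and 100% = vehicle wells without agonist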
* hit, by the source's call; & = joins results of further samples.

What do the screens show for `C=CCn1c(SCc2nc3ccccc3c(=O)[nH]2)nc2sc3c(c2c1=O)CCCC3`?
EP2 mod: 17; BaF3 parental: -3; Ba/F3 V617F tox: 3; PERK inh: 0.0; TRPN1 ag: 0.9; S1P4 ag: -1.1; TRPML3 agonist: -0.1; Calpain2 inh: 9; S1P4 antagonist: -1

How did O=c1[nH]c(=O)n(C(c2ccccc2)c2ccccc2)cc1Br do in these assays?
EP2 mod: 43; BaF3 parental: 6; Ba/F3 V617F tox: -2; PERK inh: 0.3; TRPN1 ag: -1.7; S1P4 ag: 0.8; TRPML3 agonist: -0.9; Calpain2 inh: -2; S1P4 antagonist: -12

Results for CCCC1=C(C(=O)OCC)C(/C=C/c2ccccc2)n2ncnc2N1 (centres undefined) ?
EP2 mod: 32; BaF3 parental: 10; Ba/F3 V617F tox: 4; PERK inh: -2.4; TRPN1 ag: -1.1; S1P4 ag: -3.0; TRPML3 agonist: -0.9; Calpain2 inh: 29; S1P4 antagonist: -11

How did CC(C)CCNC(=S)Nc1ccc(F)cc1 do in these assays?
BaF3 parental: 2; Ba/F3 V617F tox: -2; PERK inh: 0.3; TRPN1 ag: 3.4; S1P4 ag: -0.1; TRPML3 agonist: 0.7; S1P4 antagonist: -7

What do the screens show for `Cc1cc(N2C(=O)C3C4CC(C(Br)C4Br)C3C2=O)no1` (centres undefined)?
EP2 mod: 3; BaF3 parental: 9; Ba/F3 V617F tox: 3; PERK inh: -0.1; TRPN1 ag: 1.4; S1P4 ag: 0.3; TRPML3 agonist: 0.7; Calpain2 inh: -5; S1P4 antagonist: -25

How did COc1ccc(NC(=S)N(CCC(C)C)C(C)c2ccncc2)cc1 (centres undefined) do in these assays?
EP2 mod: 16; BaF3 parental: -1; Ba/F3 V617F tox: 1; PERK inh: 0.3; TRPN1 ag: 1.3; S1P4 ag: 1.0; TRPML3 agonist: -0.1; Calpain2 inh: 13; S1P4 antagonist: 2

What do the screens show for `Cc1nc2ncnn2c(N2CCN(C(=O)c3cccc(F)c3)CC2)c1Cc1ccccc1`?
EP2 mod: -40; BaF3 parental: 4; Ba/F3 V617F tox: 7; PERK inh: -1.4; TRPN1 ag: 2.9; S1P4 ag: 1.4; TRPML3 agonist: 0.5; Calpain2 inh: 12; S1P4 antagonist: -5

How did CCOC(=O)C1CCN(C(=O)c2ccccc2N(C)S(C)(=O)=O)CC1 do in these assays?
EP2 mod: 9; BaF3 parental: -2; Ba/F3 V617F tox: -1; PERK inh: -0.2; TRPN1 ag: 0.8; S1P4 ag: -0.6; TRPML3 agonist: 0.2; Calpain2 inh: -20; S1P4 antagonist: -16

Results for COC(=O)c1ccc(-n2nnnc2SCC(=O)Nc2cc(OC)ccc2OC)cc1 ?
EP2 mod: -6&-86; BaF3 parental: 5; Ba/F3 V617F tox: -2; PERK inh: 0.3; TRPN1 ag: 0.9; S1P4 ag: -3.2; TRPML3 agonist: 0.1; Calpain2 inh: 16; S1P4 antagonist: -23

What do the screens show for `CCC(=O)Nc1cccc(NC(=S)NC(=O)c2ccc(Cl)cc2Cl)c1`?
EP2 mod: -21; BaF3 parental: 3; Ba/F3 V617F tox: 0; PERK inh: 0.2; TRPN1 ag: -0.6; S1P4 ag: 1.2; TRPML3 agonist: 0.1; Calpain2 inh: 3; S1P4 antagonist: -17

What do the screens show for `CCN1CCN(c2nc(Nc3ccccc3)nc(N)c2[N+](=O)[O-])CC1`?
EP2 mod: 10; BaF3 parental: -1; Ba/F3 V617F tox: -4; PERK inh: 0.0; TRPN1 ag: -1.2; S1P4 ag: -2.2; TRPML3 agonist: 0.6; Calpain2 inh: 9; S1P4 antagonist: -5

What do the screens show for `O=C(C1=C[C@H](c2ccccc2)C[C@H](OCc2ccc(CO)cc2)O1)N1CCN(Cc2ccccc2)CC1`?
EP2 mod: -20; BaF3 parental: 3; Ba/F3 V617F tox: -1; PERK inh: -0.2; TRPN1 ag: -1.5; S1P4 ag: -0.1; TRPML3 agonist: 0.3; Calpain2 inh: 20; S1P4 antagonist: 2

Results for COc1ccccc1N(C(=O)CCl)c1cn(C(C)=O)c2ccccc12 ?
EP2 mod: 22; BaF3 parental: -1; Ba/F3 V617F tox: 75*; PERK inh: -1.5; TRPN1 ag: -0.4; S1P4 ag: -1.2; TRPML3 agonist: 0.0; Calpain2 inh: -18; S1P4 antagonist: 8

What do the screens show for `CC(=O)c1c(C)[nH]c(C(=O)NCc2ccccn2)c1C`?
EP2 mod: 4; BaF3 parental: 12; Ba/F3 V617F tox: 0; PERK inh: -0.8; TRPN1 ag: 0.9; S1P4 ag: 2.1; TRPML3 agonist: 0.8; Calpain2 inh: 10; S1P4 antagonist: -3

What do the screens show for `O=C(CSCc1cnn(-c2ccccc2)c1-n1cccc1)NCc1cccnc1`?
EP2 mod: 5; BaF3 parental: 4; Ba/F3 V617F tox: 0; PERK inh: 0.5; TRPN1 ag: -1.2; S1P4 ag: -0.1; TRPML3 agonist: -0.6; Calpain2 inh: -9; S1P4 antagonist: 14

How did CCN1C(=O)C(CC(=O)Nc2cc(C)ccc2C)SC1=Nc1ccc(S(N)(=O)=O)cc1 (centres undefined) do in these assays?
EP2 mod: -3; BaF3 parental: 5; Ba/F3 V617F tox: -1; PERK inh: 0.6; TRPN1 ag: 0.5; S1P4 ag: -1.1; TRPML3 agonist: 0.9; Calpain2 inh: 27; S1P4 antagonist: -4

Results for O=C(C(NS(=O)(=O)c1cccc2nsnc12)c1ccccc1)N1CCN(c2ccccc2)CC1 (centres undefined) ?
EP2 mod: 18; BaF3 parental: 8; Ba/F3 V617F tox: 5; PERK inh: -0.6; TRPN1 ag: 1.3; S1P4 ag: -1.3; TRPML3 agonist: 0.5; Calpain2 inh: -30; S1P4 antagonist: -10

What do the screens show for `COCCNC(=O)C1CC(c2ccc([N+](=O)[O-])cc2)=NO1` (centres undefined)?
EP2 mod: 15; BaF3 parental: 0; Ba/F3 V617F tox: 0; PERK inh: 0.3; TRPN1 ag: -0.6; S1P4 ag: -1.2; TRPML3 agonist: 0.5; Calpain2 inh: 3; S1P4 antagonist: -9

How did O=C(C1CC=CCC1)N1CCC(CO)(Cc2ccc(Cl)cc2)CC1 (centres undefined) do in these assays?
EP2 mod: -6; BaF3 parental: 2; Ba/F3 V617F tox: 2; PERK inh: 1.3; TRPN1 ag: 0.2; S1P4 ag: 2.2; TRPML3 agonist: 0.6; Calpain2 inh: 8; S1P4 antagonist: 10

What do the screens show for `O=C(O)C1CC=CCC1C(=O)Nc1cccc(Cl)c1` (centres undefined)?
EP2 mod: 21; BaF3 parental: 4; Ba/F3 V617F tox: 3; PERK inh: -0.2; TRPN1 ag: 0.1; S1P4 ag: 0.8; TRPML3 agonist: 0.4; Calpain2 inh: -43; S1P4 antagonist: -5

Results for O=C(NC(=S)Nc1ccc(S(=O)(=O)N2CCCC2)cc1)C1CC1 ?
EP2 mod: -42; BaF3 parental: 12; Ba/F3 V617F tox: 1; PERK inh: 1.6; TRPN1 ag: 1.5; S1P4 ag: -0.3; TRPML3 agonist: 1.4; Calpain2 inh: -12; S1P4 antagonist: -2

What do the screens show for `CSc1nc2ccc3nc(NC(=O)c4ccc(Cl)s4)sc3c2s1`?
EP2 mod: -16; BaF3 parental: 2; Ba/F3 V617F tox: 1; PERK inh: 0.4; TRPN1 ag: 0.2; S1P4 ag: -0.3; TRPML3 agonist: 0.9; Calpain2 inh: -60; S1P4 antagonist: -15

How did CCCCOC(=O)Oc1ccc2c(=O)c(Oc3cccc(C)c3)coc2c1 do in these assays?
EP2 mod: 47; BaF3 parental: 4; Ba/F3 V617F tox: -1; PERK inh: 1.9; TRPN1 ag: -0.3; S1P4 ag: 0.6; TRPML3 agonist: -0.3; Calpain2 inh: -348; S1P4 antagonist: -7

How did COc1cc(NC2=CC(=O)CC(C)(C)C2)cc(OC)c1 do in these assays?
EP2 mod: 11; BaF3 parental: 7; Ba/F3 V617F tox: 6; PERK inh: 0.5; TRPN1 ag: -0.5; S1P4 ag: 28*; TRPML3 agonist: -0.1; Calpain2 inh: 8; S1P4 antagonist: -2

What do the screens show for `COc1cc(C2Nc3ccc4ncccc4c3C3=C2C(=O)CCC3)cc(OC)c1OC` (centres undefined)?
EP2 mod: 13; BaF3 parental: -2; Ba/F3 V617F tox: 0; PERK inh: -0.1; TRPN1 ag: -2.5; S1P4 ag: -2.1; TRPML3 agonist: 0.4; Calpain2 inh: -22; S1P4 antagonist: -16

How did COC(=O)c1cc2c(cc1[N+](=O)[O-])OCO2 do in these assays?
EP2 mod: 13; BaF3 parental: 1; Ba/F3 V617F tox: -1; PERK inh: -0.2; TRPN1 ag: 0.4; S1P4 ag: 0.4; TRPML3 agonist: 0.7; Calpain2 inh: 14; S1P4 antagonist: -15

What do the screens show for `CC(C)CN1CCN(Cc2cccc3nccnc23)CC1CCO` (centres undefined)?
EP2 mod: 0; BaF3 parental: 6; Ba/F3 V617F tox: -1; PERK inh: 0.2; TRPN1 ag: 2.0; S1P4 ag: 0.0; TRPML3 agonist: 1.5; Calpain2 inh: -5; S1P4 antagonist: -2

How did Oc1ccccc1/C=N/[n+]1ccccc1 do in these assays?
EP2 mod: 21; BaF3 parental: -3; Ba/F3 V617F tox: -2; PERK inh: 2.4; TRPN1 ag: 1.4; S1P4 ag: 0.8; TRPML3 agonist: 1.3; Calpain2 inh: -16; S1P4 antagonist: -1

Results for CC(=O)OCC1OC(n2ccc(=O)[nH]c2=O)C(O)C1O (centres undefined) ?
EP2 mod: 19; BaF3 parental: 0; Ba/F3 V617F tox: -2; PERK inh: 1.8; TRPN1 ag: -1.0; S1P4 ag: 1.3; TRPML3 agonist: 0.5; Calpain2 inh: 13; S1P4 antagonist: 2

Screening results (PubChem BioAssay)
